LAP4 TOR yeast: yeast TOR pathway LAP4-GFP modulation. S. cerevisiae LAP4-GFP multiplex, flow cytometry GFP, 3 h; median GFP as percent of DMSO wells. 0.34% of 320,000 active. GFP response vs DMSO, % at 10 µM;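 active = GFP response vs DMSO above a set limit, about the screen mean plus 3 SD, cut at about 150% in these data; inconclusive = under 70 cell events counted for the yeast strain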
GRK2 inh: blocks RNA aptamer binding to human GRK2. bead flow cytometry, FAM-aptamer displacement from GRK2. inhibition of aptamer binding, % at 10 µM. 0.59% of 330,000 active;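 active = inhibition of aptamer binding above 40%, roughly 3 SD of noise, on plates passing a quality check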;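 note: median bead fluorescence of bound FAM aptamer so fluorescent compounds give negative values; no value below 0 was filed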
CR mimetic SO: lowers age-related superoxide in aged yeast cells; 0.18% of 330,000 active; superoxide response (% of plate mean), % at 10 µM; S. cerevisiae aged cells, superoxide DHE fluorescence; active compounds read low;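 active = superoxide response under a set limit, about three screen SD below normal, cut at about 65% in these data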;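 note: yeast aged for seven days with compound at 30 °C before DHE staining; 100% = average MFI of all compound-treated wells on the plate with controls excluded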
MEP2-GFP yeast: modulators of TOR pathway MEP2-GFP in S. cerevisiae | S. cerevisiae MEP2-GFP strain, flow cytometry GFP, 3 h; 100% = DMSO control level | GFP response vs DMSO, % at 10 µM | 0.51% of 330,000 active | AID 2016;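 active = GFP response versus DMSO above a set limit, roughly screen mean plus 3 SD, cut at about 180% in these data; inconclusive = fewer than 70 cells counted for a yeast strain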;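 note: median GFP fluorescence of the barcode-gated MEP2-GFP cells per well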
AGP1 TOR yeast: alters AGP1-GFP fluorescence in TOR pathway yeast screen; S. cerevisiae AGP1-GFP multiplex flow cytometry, 3 h; GFP as percent of DMSO wells; GFP response vs DMSO, % at 10 µM; 0.02% of 320,000 active;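 active = GFP response relative to DMSO above a set limit, near screen average plus 3 SD, cut at about 150% in these data; inconclusive = fewer than 70 cells counted for the yeast strain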;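 note: median GFP channel fluorescence of the gated AGP1 strain per well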
CIT2 TOR yeast: modulators of TOR pathway CIT2-GFP in S. cerevisiae; S. cerevisiae CIT2-GFP strain, flow cytometry, 3 h; 100 means same as DMSO wells; GFP response vs DMSO, % at 10 µM; 0.065% of 320,000 active; AID 2029;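 active = GFP response relative to DMSO above a set limit, near the screen mean plus 3 SD, cut at about 150% in these data; inconclusive = Fewer than 70 cells measured for a yeast strain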;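 note: ratio of well median GFP fluorescence to mean of DMSO wells on the plate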
RPL19A-GFP yeast: yeast TOR pathway RPL19A-GFP modulation; S. cerevisiae RPL19A-GFP strain, flow cytometry, 3 h; active compounds read low; percent response vs DMSO, % at 10 µM; 0.3% of 330,000 active; AID 2025;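 active = percent response vs DMSO below 50%; inconclusive = fewer than 70 events counted for the yeast strain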;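 note: median channel GFP fluorescence of the barcoded RPL19A-GFP strain; ratio of sample median GFP to plate DMSO average so 100% = DMSO; lower means less RPL19A-GFP as with rapamycin TOR inhibition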
VLA-4 inh: inhibition in a human VLA-4 binding assay; P13612; VLA-4 expressing cells, ligand binding flow cytometry; inhibition, % (about 7 µM as worked out from the volumes in the protocol); 0.2% of 330,000 active; in the data active = inhibition above about 50%
Target sequence (P13612 whole entry, looked up): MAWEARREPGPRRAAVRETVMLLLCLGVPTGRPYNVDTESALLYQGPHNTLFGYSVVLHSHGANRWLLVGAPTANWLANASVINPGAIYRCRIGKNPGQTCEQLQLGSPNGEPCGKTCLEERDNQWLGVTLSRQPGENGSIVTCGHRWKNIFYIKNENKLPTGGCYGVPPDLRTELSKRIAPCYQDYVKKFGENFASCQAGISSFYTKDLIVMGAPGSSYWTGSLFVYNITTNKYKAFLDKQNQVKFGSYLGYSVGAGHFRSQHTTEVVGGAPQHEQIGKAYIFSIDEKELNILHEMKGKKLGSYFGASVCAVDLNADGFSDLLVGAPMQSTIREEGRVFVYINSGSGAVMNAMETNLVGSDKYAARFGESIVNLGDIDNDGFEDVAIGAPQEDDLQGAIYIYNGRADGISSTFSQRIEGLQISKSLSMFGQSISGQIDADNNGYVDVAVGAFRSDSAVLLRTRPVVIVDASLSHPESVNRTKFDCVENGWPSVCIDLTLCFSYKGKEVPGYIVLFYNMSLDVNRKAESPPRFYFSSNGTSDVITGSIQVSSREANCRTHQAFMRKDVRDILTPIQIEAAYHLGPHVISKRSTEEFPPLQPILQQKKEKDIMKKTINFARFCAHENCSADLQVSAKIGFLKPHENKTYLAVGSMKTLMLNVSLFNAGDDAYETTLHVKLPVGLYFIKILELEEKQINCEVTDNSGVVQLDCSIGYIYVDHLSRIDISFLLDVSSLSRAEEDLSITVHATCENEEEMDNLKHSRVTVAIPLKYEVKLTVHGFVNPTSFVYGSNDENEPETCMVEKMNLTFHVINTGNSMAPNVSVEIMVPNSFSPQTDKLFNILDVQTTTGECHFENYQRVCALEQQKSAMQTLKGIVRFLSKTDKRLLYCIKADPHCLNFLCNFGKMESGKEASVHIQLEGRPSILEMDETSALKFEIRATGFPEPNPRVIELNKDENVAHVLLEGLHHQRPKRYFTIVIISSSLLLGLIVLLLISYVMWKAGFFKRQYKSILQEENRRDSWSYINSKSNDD
Numbers without * were called inactive; ? = inconclusive; nt = not tested or not shown; [ ] = another dose, or the depositor's remark.

SMILES	LAP4 TOR yeast	GRK2 inh	CR mimetic SO	MEP2-GFP yeast	AGP1 TOR yeast	CIT2 TOR yeast	RPL19A-GFP yeast	VLA-4 inh
CC(C)(C)OC(=O)NCCCC[C@H](NC(=O)c1nc[nH]c1C(=O)N1CCc2ccccc2C1)C(=O)OC(C)(C)C	105	0	94	92	92	104	102	13
CC1CCN(C(=O)c2ccc(NC(=O)C3CCCO3)cc2)CC1 (stereo not drawn)	97	0	90	96	101	92	106	22
CSc1ccc(NC(=O)Nc2ccc(C(=O)NCC(=O)O)cc2)cc1	117	1	106	127	99	102	108	20
Cc1ccccc1NS(=O)(=O)c1ccc(-c2ccc(=O)[nH]n2)o1	106	4	93	105	102	107	107	-1
CCOC(=O)c1sc2nc(CC(=O)OC)nc(N3CCN(c4ccccn4)CC3)c2c1C	108	2	95	104	102	109	99	-14
COc1ccc(/C=C2\SC(=S)N(CC3CCCO3)C2=O)cc1 (stereo not drawn)	110	nt	100	95	97	80	92	1
COc1cc(NS(=O)(=O)c2ccc(NC(=O)c3ccc(S(=O)(=O)N4CCCC4)cc3)cc2)ncn1	99	2	111	99	108	106	98	-14
CC(C)P(=O)(Cc1cccc(C#N)c1)C(C)C	90	0	80	94	93	92	93	-1
CC(C)CCNC(=O)C1CCN(c2nc3ccccc3o2)CC1	108	3	110	104	99	102	100	3
Cc1c2cnn(CC(=O)Nc3cccc(C(F)(F)F)c3)c(=O)c2c(C)n1Cc1ccccc1F	99	1	102	102	100	88	102	-2
C=CCNc1nc2c(c(=O)[nH]c(=O)n2C)n1CCCCC	84	3	88	89	84	84	91	-2
Cc1cc([N+](=O)[O-])ccc1NC(=O)C(C)NC1CCCCC1 (stereo not drawn)	95	0	98	104	103	110	104	2
O=C(NCc1cccs1)c1cccnc1SCCS(=O)(=O)c1ccc(C(F)(F)F)cn1	nt	2	98	96	nt	nt	99	-3
N/C(=N\OC(=O)COc1ccc2ccccc2c1)c1ccncc1	109	0	107	97	93	86	95	4
NC(=O)CC(NC(=O)c1ccccc1)c1ccc(N2CCC(N3CCCC3)CC2)c([N+](=O)[O-])c1 (stereo not drawn)	108	2	97	95	87	75	98	3
Cc1sc2ncnc(N3CCC(C(=O)Nc4ccc(F)cc4Cl)CC3)c2c1C	120	3	94	102	98	78	96	8
COC(=O)CN(C#N)c1nc(NCc2ccccc2)nc(OC)n1	101	2	100	112	99	101	103	-1
COc1ccccc1CCC(=O)Oc1ccc(C#N)cc1OC	93	1	110	105	91	102	109	7
CCC(Cc1ccccc1)NC(=O)CSc1ccsc1[N+](=O)[O-] (stereo not drawn)	107	16	98	105	105	94	107	15
O=C1CN(C(=O)COC(=O)c2cccc(Br)c2)c2ccccc2N1	104	0	91	102	104	96	99	7
COc1ccc2c(c1)c(C(C)=O)c(C)n2CCc1ccccc1	100	4	102	103	94	85	93	10
CCOC(=O)CSc1nc(C(C)C)nc2ccccc12	106	0	100	98	97	93	99	4
COC(=O)CCC/C=C1/SCC(NC(=O)c2ccccc2)C1NC(C)=O (stereo not drawn)	106	2	97	96	95	91	94	-9
CCc1nnc(NC(=O)CCC(=O)N2CCN(C3CCCCC3)CC2)s1	76	1	97	94	86	83	116	14
CCOC(=O)N1CCN(C(=O)Cn2ncc3c2-c2ccccc2OC3)CC1	114	2	117	97	91	93	100	6
COc1ccc(C(=O)OCC(=O)Nc2ccc(OC(F)F)cc2)c(OC)c1	113	3	97	97	102	94	98	23
COc1cc(/C=C(\NC(C)=O)C(=O)O)cc(OC)c1OC	118	7	102	106	124	114	104	-5
Cc1ccc(NS(=O)(=O)c2cccc(C(=O)NNC(=O)c3cccn3C)c2)c(C)c1	104	0	100	113	99	107	102	6
CC(C)C[C@H]1CN=C(Nc2ccccc2)N1CCC1CCCCC1	123	0	106	90	89	90	98	12
CCN(CC)S(=O)(=O)c1cc(NC(=O)CCCOc2ccc(C(C)=O)cc2)ccc1C	98	3	86	95	98	93	97	13
C=CCn1c(=N)n(CC(=O)c2ccc(Cl)cc2)c2ccccc21	101	4	93	98	102	96	98	7
CC1(c2ccc3c(c2)OCCCO3)NC(=O)N(CC(=O)Nc2cccc(C#N)c2)C1=O (stereo not drawn)	109	0	110	112	106	113	102	-11
COC(=O)N1C(=O)[C@@](Cc2ccccc2)(c2ccccc2)N1C(=O)OC	108	0	94	100	100	92	98	-5
CN(C)CCCn1c(N)c(S(=O)(=O)c2ccccc2)c2nc3ccccc3nc21	103	0	106	98	102	93	96	-6
O=C(Nc1nc(-c2ccccc2)cs1)C1c2ccccc2Oc2ccccc21	87	2	111	88	68	91	88	8
O=C(NNC1CC(=O)N(c2ccc(Cl)cc2)C1=O)c1ccccn1 (stereo not drawn)	96	6	92	98	100	101	100	0

Some of these compounds in order of their number in AGP1 TOR yeast, smallest number first:
Compound	AGP1 TOR yeast
CC(C)C[C@H]1CN=C(Nc2ccccc2)N1CCC1CCCCC1	89
Cc1ccc(NS(=O)(=O)c2cccc(C(=O)NNC(=O)c3cccn3C)c2)c(C)c1	99
COC(=O)N1C(=O)[C@@](Cc2ccccc2)(c2ccccc2)N1C(=O)OC	100

Next compounds.
SMILES	LAP4 TOR yeast	GRK2 inh	CR mimetic SO	MEP2-GFP yeast	AGP1 TOR yeast	CIT2 TOR yeast	RPL19A-GFP yeast	VLA-4 inh
COc1ccccc1C/C(N)=N/OC(=O)c1cccc([N+](=O)[O-])c1	112	0	87	114	85	117	nt	1
CCC1(CC)C(=O)NN(c2ccccc2)C1=O	110	0	95	116	114	113	111	-2
O=C(CSc1ccc(F)cc1)N1CCC(c2nc3ccccc3s2)CC1	97	0	105	97	93	99	96	0
COC(=O)c1sccc1NC(=O)c1cc(-c2ccc(C)cc2C)nc2ccccc12	101	0	87	102	105	102	98	-8
COc1ccccc1NC(=O)NCC(c1ccco1)N1CCCCC1 (stereo not drawn)	126	0	84	133	101	120	93	0
CCOc1ccc(S(=O)(=O)N2CCC(C(=O)N3CCc4ccccc4C3)CC2)cc1	96	2	110	103	93	105	109	-1
CCOC(=O)c1cnc2c(C)c(C)ccc2c1Nc1ccc(S(=O)(=O)Nc2ncccn2)cc1	93	1	98	101	100	104	102	3
COc1ccc(S(=O)(=O)N2CCN(C(=O)COc3ccc(C)c(C)c3)CC2)cc1OC	73	0	80	102	98	91	114	27
O=C(CN1C(=O)NC2(CCCCC2)C1=O)N1CCN(S(=O)(=O)c2ccccc2)CC1	104	0	103	112	106	96	105	19
CCOCCOC(=O)C1=C(C)N(C)C(=O)NC1c1ccccc1Cl (stereo not drawn)	113	1	111	119	105	104	104	18
CCC(C)N(C(=O)Cn1nnc2ccccc21)C(C(=O)NCc1ccco1)c1cccc(OC)c1 (stereo not drawn)	102	0	102	106	104	101	102	0
O=C(Nc1ccc(Cl)cc1)/C(=C1\CCCN1)[N+](=O)[O-]	121	0	79	99	106	101	95	18
CCCn1nnc(NC(=O)c2cc3ccccc3o2)n1	108	0	96	100	90	93	96	8
CCC1CCCN1Cn1cnc2c([nH]c3ccc(OC)cc32)c1=O (stereo not drawn)	103	5	93	113	108	103	105	4
COc1ccc(C(=O)Nc2ccncc2)c(OC)c1	89	0	128	105	97	102	107	1
Cc1cccc(C)c1NC(=O)NN(C(=O)c1ccccc1)C(C)(C)C	98	0	93	99	100	99	100	1
Clc1ccc(-c2nnc3n2CCCS3)cc1	102	0	91	101	102	106	100	25
COC(=O)Cc1ccc2oc(-c3cccnc3)nc2c1	90[may fluoresce violet]	0	124	104[may fluoresce violet]	14[may fluoresce violet]	?	88[may fluoresce violet]	-1
C=CCn1c(SCC#N)nc2c(c1=O)C(C)(C)Cc1ccccc1-2	99	1	92	102	101	93	97	13
COc1ccc(OC)c(CCNC(=O)C2CCN(c3ncnc4c3nc3n4CCCCC3)CC2)c1	98	2	93	108	101	105	101	-28
CCC(=O)Nc1ccc(-c2nn3c(C)nnc3s2)cc1C	98	2	101	98	97	nt	100	34
CCCN1CNc2c(c(=O)[nH]c(=S)n2CCc2ccc(OC)c(OC)c2)C1	87	1	127	96	88	104	101	-12
COC(=O)C1CCN(C(=O)COC(=O)C2CCN(S(=O)(=O)c3ccc4c(c3)OCCO4)CC2)CC1	102	2	105	102	104	98	99	-3
Cc1cc(Cl)ccc1NC(=O)CSc1nnc(Cc2cccs2)n1Cc1ccco1	90	0	101	93	97	93	92	-10
O=C(COc1ncnc2ccccc12)N1CCN(C(=O)c2ccco2)CC1	99	2	98	103	99	99	103	-1
CCN1CCCC1CN=Cc1c(O)n(-c2ccccc2)c(=O)c2ccccc12 (stereo not drawn)	81	0	97	104	91	112	104	17
O=C(Nc1ccccc1C(=O)OCC(=O)N1CCc2ccccc2C1)c1ccco1	87	5	101	95	92	92	93	-7
CCOC(=O)c1[nH]c2c(c1-c1ccc(OC)cc1)C(=O)CC(c1ccc(OC)c(OC)c1)C2 (stereo not drawn)	100	0	102	118	103	97	96	-17
COc1ccc(C(=O)NCC(=O)OCc2ccc([N+](=O)[O-])cc2)cc1	88	0	107	101	100	102	103	-3
O=C(/C=C/c1ccccc1)c1cc(Br)ccc(=O)c1O	118	5	136	85	80	88	92	-2
O=C(CCNC(=O)OCc1ccccc1)NC1CCCCCC1	103	0	107	108	109	109	111	10
COC(=O)c1cc2c(-c3ccccc3)c(C)c3ccccn3c-2c1C(=O)OC	94	3	99	106	113	99	101	-7
COc1cccc(NC(=S)N(Cc2ccc(Cl)cc2)Cc2ccc(C(=O)O)cc2)c1	93	1	113	100	99	89	98	10
Cc1ccc(S(=O)(=O)NNC(=S)Nc2cccc(C)c2C)cc1	104	0	109	102	105	101	100	5
CCCN1CCc2c(sc(NC(=S)NC(=O)c3ccccc3)c2C#N)C1	139	0	120	129	100	157*	112	-141
COc1ccc(C2=NOC(Cn3nc(-c4ccccc4)cc3C(=O)O)C2)cc1 (stereo not drawn)	97	2	94	81	94	91	95	0
Cc1oc2c(c1C(=O)N1CCOCC1)C(=O)c1ccccc1C2=O	104	0	135	99	101	100	103	20
CCOC(=O)C1=C(COC(=O)COc2ccccc2C#N)NC(=O)NC1C (stereo not drawn)	?	0	101	?	?	?	?	6
COc1ccc(N2CCN(S(=O)(=O)c3ccc(OC)c(C(=O)N4CCCCC4)c3)CC2)cc1	94	1	97	106	99	100	102	-2
CN(C)C(=O)CCc1nc(-c2ccc(C(C)(C)C)cc2)no1	95	1	87	96	109	104	101	5
Cc1cccc(C(=O)OCC(=O)N2CCCCCC2)c1C	104	1	102	105	108	110	103	-2
O=C(NCCCN1CCOCC1)c1cc(-c2ccccc2)nc2ccccc12	110	0	88	103	112	108	99	18
CN(C(=O)C(Cl)Cl)C1CC2C=CC1C2 (stereo not drawn)	110	0	95	109	102	103	99	7
CCC(c1nnnn1Cc1ccc2c(c1)OCO2)N1CCN(c2ccccc2)CC1 (stereo not drawn)	90	0	98	100	94	87	95	6
O=C(N/C(=C/c1ccc(Br)cc1)c1nc2ccccc2[nH]1)c1ccco1	95	1	98	103	107	102	96	-4
CN(C(=O)CSc1nc2c(c(=O)[nH]1)CCCC2)C1CCCCC1	102	0	88	100	102	95	101	15
C[N+]1(CCCCCCC(=O)/C=N/O)CCCCCC1	101	4	115	101	97	97	101	-5
Cc1ccc(SCc2ccc(C(=O)Nc3cccc([N+](=O)[O-])c3C)cc2)cc1	95	0	122	97	95	95	96	5
Cc1cccc(-n2nc(C(=O)Nc3ccccc3)n3c(=O)cc(-c4ccccc4)nc23)c1	99	3	97	104	103	98	99	8

Assay outcomes (PubChem)
